Bioassay records deposited in PubChem BioAssay by several laboratories.
RGS4-Gao reg = human RGS4-Galphao interaction regulation. Multiplexed bead flow cytometry, RGS4-Galphao binding; actives lie on both sides. P09471. binding response (% of control), % at 10 µM. 220,000 compounds, 0.33% hits; in the data active = binding response below about 49% or above about 150%; inactive = in between;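 note: fluorescent Galphao activated with aluminum fluoride binding bead-coupled RGS4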
Target sequence (P09471 whole entry, looked up): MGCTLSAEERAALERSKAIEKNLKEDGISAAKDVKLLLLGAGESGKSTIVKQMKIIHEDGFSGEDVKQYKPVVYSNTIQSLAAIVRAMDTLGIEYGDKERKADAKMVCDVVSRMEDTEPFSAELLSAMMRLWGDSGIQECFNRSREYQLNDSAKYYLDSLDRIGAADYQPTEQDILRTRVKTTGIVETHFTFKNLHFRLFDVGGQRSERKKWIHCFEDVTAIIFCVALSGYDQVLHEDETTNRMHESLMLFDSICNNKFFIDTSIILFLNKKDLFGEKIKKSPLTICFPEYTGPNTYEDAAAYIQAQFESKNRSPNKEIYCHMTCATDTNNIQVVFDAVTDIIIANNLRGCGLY
Bcl-W Bim block = inhibitors of Bim-Bcl-W interaction, human; Q92843; bead-based flow cytometry, Bim peptide-Bcl-W binding; inhibition, % at 10 µM; 190,000 compounds, 0.02% hits;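 note: 0% = bound tracer without compound and 100% = peptide blocker; higher means less fluorescent Bim peptide bound to Bcl-W beads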
Target sequence (Q92843 whole entry, looked up): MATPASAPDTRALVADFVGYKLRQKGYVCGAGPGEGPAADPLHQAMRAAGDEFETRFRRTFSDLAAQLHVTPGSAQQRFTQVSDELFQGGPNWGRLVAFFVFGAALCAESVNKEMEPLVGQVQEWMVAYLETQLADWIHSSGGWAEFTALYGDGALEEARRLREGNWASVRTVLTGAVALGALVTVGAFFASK
GSH bead fluor = compound fluoresces at 488/530 nm on GSH beads. GSH beads flow cytometry, compound fluorescence 488/530 nm; hits give high values. 190,000 compounds, 0.25% hits. fluorescence (KMESF) at 10 µM; in the data active = fluorescence above about 89;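 note: glutathione beads carrying GST-tagged Bcl family fusion proteins plus one bare bead set; values are compound well signal with DMSO vehicle wells as background; inactives centre near 16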
Mcl-1 Bim block = inhibitors of Bim-Mcl-1 interaction, human; Q07820; Bead-based flow cytometry, Bim peptide-Mcl-1 binding; inhibition, % at 10 µM; 190,000 compounds, 0.1% hits; AID 1009;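 note: 0% = no compound tracer wells and 100% = peptide blocker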
RGS7-Gao reg = modulates binding of RGS7 to human Galphao; binding response (% of control), % at 10 µM; P09471; 220,000 compounds, 0.35% hits; Multiplexed bead flow cytometry; actives lie on both sides; AID 1439; in the data active = binding response below about 49% or above about 150%; inconclusive = no clear call, values can overlap the other calls; inactive = in between;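 note: fluorescent Galphao held in activated GDP-AlF4 state binding bead-coupled RGS7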
RGS8-Gao reg = modulates binding of RGS8 to human Galphao; response (percent of control binding), % at 10 µM; 220,000 compounds, 0.34% hits; P09471; multiplexed bead flow cytometry; actives lie on both sides; in the data active = response below about 60% or above about 140%; inactive = in between;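 note: Galphao activated as the GDP aluminium fluoride complex binding bead-coupled RGS8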
Bfl-1 Bim block = inhibitors of Bim-Bfl-1 interaction, human; Q16548; Bead-based flow cytometry, Bim-Bfl-1 binding inhibition; inhibition, % at 10 µM; 190,000 compounds, 0.12% hits; AID 1008;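 note: 0% = wells without compound plus tracer and 100% = blocker peptide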
Bim-Bcl-B = disrupts Bim peptide binding to human Bcl-B; bead-based flow cytometry; inhibition, % at 10 µM; Q9HD36; 190,000 compounds, 0.073% hits;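 note: 0% = tracer peptide without compound and 100% = reference inhibitor peptide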
Target sequence (Q9HD36 whole entry, looked up): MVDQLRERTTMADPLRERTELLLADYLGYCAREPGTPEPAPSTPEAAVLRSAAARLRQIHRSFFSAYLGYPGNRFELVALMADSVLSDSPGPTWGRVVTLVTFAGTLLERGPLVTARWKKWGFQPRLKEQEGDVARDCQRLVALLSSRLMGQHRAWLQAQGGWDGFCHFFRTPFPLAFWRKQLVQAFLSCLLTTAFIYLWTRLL
Bim-Bcl-XL = inhibitors of Bim-Bcl-XL interaction, human; Q07817; Bim peptide-Bcl-XL binding, bead flow cytometry, fluorescence; inhibition, % at 10 µM; 190,000 compounds, 0.04% hits; AID 1007
Target sequence (Q07817 whole entry, looked up): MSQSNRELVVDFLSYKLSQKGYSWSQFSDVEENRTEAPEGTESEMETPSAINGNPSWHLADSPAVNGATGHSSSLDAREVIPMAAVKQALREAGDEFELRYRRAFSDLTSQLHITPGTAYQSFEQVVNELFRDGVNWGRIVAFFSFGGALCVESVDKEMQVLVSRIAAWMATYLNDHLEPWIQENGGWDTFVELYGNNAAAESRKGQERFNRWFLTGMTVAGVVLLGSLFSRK
Mcl1 Bid PPI = Mcl-1/Bid interaction inhibition. Q07820. inhibition, % at 21.7 µM. TR-FRET Mcl-1/Bid-Dy647 peptide binding, 1536-well. 220,000 compounds, 0.97% hits;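 active = compounds that cut the binding signal by more than half at the single screening dose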;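 note: His-tagged Mcl-1 with europium anti-His antibody binding Bid BH3 peptide; 0% = Mcl-1 plus peptide wells and 100% = peptide-only wells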
Bim-Bcl-2 = inhibitors of Bim-Bcl-2 interaction, human | P10415 | Bead-based flow cytometry, Bim peptide-Bcl-2 binding | inhibition, % at 10 µM | 190,000 compounds, 0.06% hits | AID 950; in the data active = inhibition above about 40%; inconclusive = no clear call, values can overlap the other calls;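 note: 0% = no compound wells with probe peptide and 100% = reference peptide inhibitor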
Starred values were filed as active, the others as inactive; ? = inconclusive. Cut-off read from the data, not from the text of the source, unless noted: active = inhibition above about 40%.

Below each compound: Bim-Bcl-2 | Bim-Bcl-B | Bfl-1 Bim block | GSH bead fluor | Mcl1 Bid PPI | RGS8-Gao reg | RGS7-Gao reg | RGS4-Gao reg | Bim-Bcl-XL | Mcl-1 Bim block | Bcl-W Bim block
Cc1onc(-c2ccccc2)c1-c1nc2ccccc2c(=O)o1
→ -7 | -8 | -17 | 32 | -23 | 98 | 99 | 95 | -3 | -4 | 0
COc1cccc(-c2nc(CS(=O)CC(=O)NC3CC3)c(C)o2)c1 (stereo not drawn)
→ -6 | -9 | -3 | 15 | -3 | 98 | 103 | 101 | -7 | -1 | -5
NNC(=O)COc1ccc(C(F)(F)F)cc1
→ -2 | -2 | -3 | 19 | -16 | 98 | 98 | 95 | 0 | 0 | -1
CSC1=NCCN1C(=O)Cc1ccc(F)cc1
→ -6 | -5 | -4 | 22 | -2 | 106 | 101 | 102 | -6 | -2 | 0
COCCn1c(C)cc(C2=NNC(=Nc3ccc(OC)cc3)SC2)c1C
→ -1 | -3 | 5 | 17 | -39 | 102 | 100 | 100 | -1 | -1 | -1
COc1cccc(NC(=O)N2CCCC(C(=O)NCc3ccc(F)cc3)C2)c1 (stereo not drawn)
→ -5 | -5 | -6 | 20 | -15 | 104 | 102 | 104 | -6 | -1 | -4
O=c1cc(-c2ccccc2)nc2nc(-c3ccco3)[nH]n12
→ 0 | 0 | 0 | 44 | 3 | 94 | 94 | 96 | 6 | -2 | 0
CC(C)C(=O)NC(=O)COC(=O)/C=C/c1cccs1
→ 0 | 2 | -1 | 10 | -8 | 101 | 101 | 100 | 0 | 3 | 3
CCOc1ccc(NS(=O)(=O)c2ccc(OCC)c3ncccc23)cc1
→ -12 | -9 | -15 | 26 | -8 | 99 | 97 | 99 | -3 | -1 | -3
Cc1ccc2nc(NC(=O)c3cc(-c4ccco4)nc4ccccc34)sc2c1
→ 3 | -2 | 10 | 11 | 53* | 101 | 98 | 93 | 0 | 0 | -1
O=C(Cn1ccc2ccccc2c1=O)NCC1COc2ccccc2O1 (stereo not drawn)
→ -3 | -3 | -9 | 61 | -37 | 94 | 90 | 92 | -4 | 3 | 1
CCOc1cc(CNc2ccccc2)cc(Br)c1OCC(=O)NC(C)(C)C
→ -1 | 0 | 0 | 8 | -125 | 97 | 100 | 99 | -5 | -2 | 1
Cc1nc(NC(=O)C23CC4CC(CC(C4)C2)C3)sc1Cc1ccc2c(c1)OCO2
→ -11 | -7 | -11 | 11 | 9 | 101 | 103 | 103 | -7 | -3 | -1
COc1ccc(NC(=O)c2ccccc2)c([N+](=O)[O-])c1
→ -3 | -5 | -4 | 13 | -3 | 101 | ? | 99 | -3 | 0 | -2
COc1ccc(N2CCN(CCNC(=O)C3CC(=O)N(C4CCCC4)C3)CC2)cc1 (stereo not drawn)
→ -7 | -6 | -16 | 28 | -23 | 100 | 100 | 102 | -5 | -1 | -1
CC(=O)N1CCN(C(=O)c2ccc(Oc3ccccc3)cc2)CC1
→ 0 | -2 | -3 | 11 | -18 | 101 | 106 | 101 | -3 | 1 | 0
CCOc1ccc(S(=O)(=O)n2nnc3ccccc32)cc1C(C)C
→ 0 | 1 | 0 | 19 | 11 | 92 | 99 | 94 | -2 | 2 | -1
COc1ccc(/C=N/Nc2nncc3ccccc23)c(OC)c1
→ 4 | 2 | 1 | 22 | -8 | 98 | 97 | 99 | 0 | 0 | 2
COc1cc(OC)cc(C(=O)Nc2ccc(S(=O)(=O)Nc3cc(C)nc(C)n3)cc2)c1
→ 0 | 0 | -7 | 62 | -3 | 101 | 95 | 94 | -2 | 3 | -1
CCOc1c2ccc(C(=O)NCc3ccc(C(F)(F)F)cc3C(F)(F)F)cc2nn1C
→ 0 | 0 | 0 | 9 | -1 | 100 | 101 | 101 | 2 | 0 | 0

Whole records, quoted from the list. Screens in order: Bim-Bcl-2 | Bim-Bcl-B | Bfl-1 Bim block | GSH bead fluor | Mcl1 Bid PPI | RGS8-Gao reg | RGS7-Gao reg | RGS4-Gao reg | Bim-Bcl-XL | Mcl-1 Bim block | Bcl-W Bim block
COc1cc(OC)cc(C(=O)Nc2ccc(S(=O)(=O)Nc3cc(C)nc(C)n3)cc2)c1 in the list: 0 | 0 | -7 | 62 | -3 | 101 | 95 | 94 | -2 | 3 | -1
NNC(=O)COc1ccc(C(F)(F)F)cc1 in the list: -2 | -2 | -3 | 19 | -16 | 98 | 98 | 95 | 0 | 0 | -1

Other entries follow.
Below each compound: Bim-Bcl-2 | Bim-Bcl-B | Bfl-1 Bim block | GSH bead fluor | Mcl1 Bid PPI | RGS8-Gao reg | RGS7-Gao reg | RGS4-Gao reg | Bim-Bcl-XL | Mcl-1 Bim block | Bcl-W Bim block
Cc1cccc(NC(=O)CSc2nsc(SCC(=O)Nc3cccc(C)c3)c2C#N)c1
→ -7 | -5 | -6 | 10 | -13 | 99 | 96 | 96 | -5 | -2 | -4
CCOC(=O)N1CCN(C(=O)CSc2ccc(-c3ccccc3)nn2)CC1
→ -2 | 0 | -2 | 11 | -15 | 100 | 95 | 98 | 0 | -1 | 1
CCCCNCCCOc1ccc(C)cc1Br
→ -2 | -2 | -5 | 10 | 29 | 100 | 102 | 101 | 0 | 0 | 0
CC(=O)N[C@@H](Cc1c[nH]c2ccccc12)C(=O)OCC(=O)Nc1ccc(S(=O)(=O)N(C)C)cc1
→ -3 | -5 | -4 | 20 | -42 | 102 | 97 | 98 | 0 | -1 | -2
Cc1nc2cc(C(F)(F)F)ccc2n1C1CCN(CC(=O)N2CCCC2)CC1
→ 0 | -4 | -3 | 22 | -4 | 104 | 106 | 104 | -1 | 1 | 0
CCn1c(NC(=O)C(C)C)c2ccccc2nc1=O
→ 0 | 7 | 8 | 21 | -21 | 95 | 86 | 95 | 1 | -3 | 0
CCOc1ccc(-c2n[nH]c(C(=O)NN)c2C)cc1
→ -26 | -5 | -28 | 10 | 1 | 99 | 98 | 103 | -1 | -2 | -1
Cc1ccc(SCCNC(=S)Nc2ccc(C)c(C)c2)cc1
→ -6 | -5 | -2 | 13 | -84 | 101 | 96 | 102 | -3 | -1 | -5
CCN(CC)c1ccc(NC(=O)c2nc3nc(C)cc(C(F)F)n3n2)cc1
→ -1 | -5 | 0 | 23 | -33 | 114 | 109 | 113 | -4 | -4 | -5
O=C(CN1C(=O)c2ccccc2C1=O)NCCc1c[nH]c2ccc(Cl)cc12
→ -8 | -6 | -15 | 11 | -31 | 104 | 99 | 100 | -5 | 0 | -2
COC(=O)c1ccc(OC)c(-c2c(OC)cc(OC)cc2OC)c1
→ -1 | -6 | 0 | 15 | -3 | 100 | 99 | 100 | -1 | 1 | -2
COc1ccc(OC)c(C(C)NC(C)=O)c1 (stereo not drawn)
→ -9 | -9 | -12 | 40 | 2 | 100 | 100 | 99 | -2 | -4 | -3
CCP(=O)(CC)C(C)(C)CP(=O)(c1ccccc1)c1ccccc1
→ 0 | -5 | -4 | 11 | -13 | 101 | 99 | 100 | -3 | -1 | -2
CCCNC(=O)C(=O)N/N=C/c1cccs1
→ -7 | -8 | -16 | 14 | -11 | 93 | 102 | 82 | -7 | -4 | -7
CC(C)N=C(NC#N)SCc1ccc(Br)cc1
→ -1 | 0 | -1 | 9 | -2 | 99 | 99 | 98 | 1 | 1 | -1
COc1cc(C=O)c(Br)cc1OCC(=O)NCc1ccccc1
→ -3 | -4 | -3 | 18 | -20 | 98 | 93 | 93 | 0 | 1 | -2
COc1cccc2c(C)c(C(=O)O)[nH]c12
→ -3 | 4 | 4 | 22 | 9 | 104 | 108 | 111 | 0 | 1 | 4
Cc1ccc2nc(NC(=O)CN(C)S(=O)(=O)c3ccc(Br)s3)sc2c1
→ -2 | 0 | 0 | 11 | -67 | 95 | 94 | 98 | -1 | -1 | 1
CC(C)OC(=O)CSc1nc(N)c(C#N)c(-c2cccs2)c1C#N
→ 1 | -3 | 0 | 14 | -16 | 90 | 94 | 100 | -1 | 1 | 0
CC(=O)Nc1c(C(=O)NCc2ccccc2)nnn1Cc1ccccc1
→ 0 | -1 | -2 | 14 | -13 | 102 | 100 | 102 | 2 | 0 | 0
COc1ccc(-c2cc(C(=O)Nc3cc(C)nn3-c3ccccc3)no2)cc1OC
→ -1 | -7 | -5 | 10 | -28 | 100 | 101 | 100 | -4 | -3 | -3
Cc1cccnc1NC(=O)c1ccccc1NC(=O)C(C)(C)C
→ 6 | -3 | 1 | 16 | -4 | 101 | 103 | 102 | -2 | 0 | 0
C=COCCNC(=S)N1CCOCCOCCN(C(=S)NCCOC=C)CCOCC1
→ 2 | -2 | 3 | 12 | -19 | 95 | 100 | 99 | 0 | 0 | 0
CCOC(=O)N1CCN(C(=O)c2cccc(OC)c2O)CC1
→ 0 | -4 | -4 | 34 | -45 | 103 | 107 | 107 | -5 | -2 | 1
CCOc1ccccc1NC1=C(Cl)C(=O)N(c2ccc(OC)cc2)C1=O
→ 2 | -6 | 2 | 6 | -35 | 100 | 101 | 101 | 1 | -2 | -3
COc1ccc(-c2nnc3ccc(SCC(=O)NCc4ccco4)nn23)cc1
→ -4 | -7 | -8 | 9 | -1 | 99 | 100 | 101 | -2 | 3 | 2
COc1ccccc1Cn1c(=S)[nH]c2cc(C(=O)NCCN3CCOCC3)ccc2c1=O
→ -3 | -8 | -8 | 14 | -24 | 99 | 101 | 105 | -6 | -3 | -4
O=C(NNC(=O)c1ccccc1-c1ccccc1C(=O)O)c1cccc([N+](=O)[O-])c1
→ 4 | -1 | 0 | 7 | 8 | 104 | 107 | 107 | 0 | -1 | 0
COc1cc2c(cc1NC(=O)CSc1nc3ccccc3[nH]1)oc1ccccc12
→ -4 | -7 | -10 | 16 | -19 | 101 | 95 | 96 | -3 | -1 | 5
Cc1ccc(-c2c(C#N)c(N)nc3c2CCCCC3)cc1
→ 3 | 2 | 0 | 16 | 3 | 100 | 104 | 105 | 0 | 0 | 2
COC(=O)Nc1ccc(S(=O)(=O)Nc2ccc(O)cc2)cc1
→ -10 | -6 | -21 | 25 | -20 | 94 | 94 | 98 | -8 | -7 | -3
Cc1oc2c(C)c(O)ccc2c(=O)c1-c1ccc2ccccc2n1
→ 0 | 2 | -1 | 32 | -30 | 102 | 100 | 100 | -2 | 1 | 1
N=C1c2ccccc2CN1NC(=O)CC12CC3CC(CC(C3)C1)C2
→ -8 | -9 | -4 | 12 | -27 | 110 | 112 | 107 | -9 | -6 | -7
O=C(CSc1nnc(-c2ccncc2)n1Cc1ccccc1)Nc1nccs1
→ -4 | -5 | -11 | 21 | -22 | 103 | 103 | 102 | -4 | 0 | 0
O=S(=O)(c1cccc(-c2nnc(-c3ccc(Br)cc3)o2)c1)N1CCCCCC1
→ -4 | -5 | -5 | 5 | -23 | 103 | 104 | 103 | -2 | -2 | -1
CC(=O)Nc1sc2c(c1C#N)CCC2
→ -2 | -4 | -5 | 13 | -41 | 102 | ? | 101 | -4 | -3 | 0
Cc1nn(CC#N)c(=O)n1-c1ccc(C(C)C)cc1
→ -3 | -1 | -3 | 20 | -20 | 94 | ? | 90 | 1 | 2 | 0
CCOC(=O)C1=C(C)N=c2s/c(=C\c3ccncc3)c(=O)n2C1c1ccc2c(c1)OCO2 (stereo not drawn)
→ -1 | -9 | -7 | 30 | -5 | 101 | 102 | 104 | -2 | 0 | 3
CCCN1Cc2cccc(C(=O)NC(CC(=O)OCC)c3ccc(C)cc3)c2C1=O (stereo not drawn)
→ -8 | 0 | 2 | 21 | -21 | 99 | 101 | 103 | -3 | -4 | -3

Hits appear at their usual frequency. About 1.8% of those tested had a hit in this group.
